Screening results (PubChem BioAssay)
HTR2A ag – agonists of mouse serotonin 5-HT2A receptor (HTR2A). P35363. CHO-K1 mHTR2A beta-arrestin complementation, luminescence; percent of 30 µM serotonin response. activation, % at 7.6 µM. 360,000 compounds, 0.66% hits. AID 624169;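 active = activation above a run cutoff, the mean activation of all tested compounds plus 3 SD, cut at about 14% in these data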;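 also: 0% = plate median of compound wells and 100% = 30 µM serotonin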
Target sequence (P35363 whole entry, looked up): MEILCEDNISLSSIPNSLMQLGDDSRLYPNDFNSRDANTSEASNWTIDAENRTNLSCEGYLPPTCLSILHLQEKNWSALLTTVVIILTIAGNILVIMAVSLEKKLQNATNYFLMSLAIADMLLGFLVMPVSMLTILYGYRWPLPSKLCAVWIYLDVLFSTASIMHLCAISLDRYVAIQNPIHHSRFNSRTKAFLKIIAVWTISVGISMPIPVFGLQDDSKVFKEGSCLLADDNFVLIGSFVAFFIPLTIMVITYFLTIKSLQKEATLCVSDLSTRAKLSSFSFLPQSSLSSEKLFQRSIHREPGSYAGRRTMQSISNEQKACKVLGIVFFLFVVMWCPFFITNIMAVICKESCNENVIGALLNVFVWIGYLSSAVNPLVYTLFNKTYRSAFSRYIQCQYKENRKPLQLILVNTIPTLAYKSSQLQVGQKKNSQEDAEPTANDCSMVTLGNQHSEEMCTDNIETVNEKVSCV
SRC2 inh – inhibits human steroid receptor coactivator 2; Q15596; HEK293 GAL4-SRC2 luciferase reporter, luminescence; inhibition, % at 9 µM; 370,000 compounds, 0.17% hits; AID 651957;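 active = inhibition above the mean inhibition of all tested compounds plus 3 SD, set per campaign, cut at about 52% in these data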;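 also: 0% = DMSO treated cells and 100% = cells given Gossypol at 36 µM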
TLR9-MyD88 inh – TLR9-MyD88 interaction inhibition. Q9NR96+Q99836. CHO BLA complementation TLR9-MyD88, CCF4 FRET ratio. inhibition, % at 4.98 µM. 340,000 compounds, 0.21% hits. AID 504734;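 active = inhibition above the mean over all tested compounds plus 3 SD, cut at about 21% in these data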;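 also: 0% = DMSO only wells and 100% = clavulanate BLA inhibitor control wells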
ABCB6 inh MLPCN – human ABCB6 transporter inhibition; Q9NP58; K562-ABCB6 porphyrin accumulation, flow cytometry, 1 h; hits give low values; fluorescence ratio to DMSO, % at 10 µM; 360,000 compounds, 0.19% hits; AID 602162;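 active = fluorescence ratio to DMSO below 75%, the collection mean minus 3 SD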;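 also: signal is porphyrin accumulated inside mitochondria; 100% equals median channel fluorescence of DMSO control wells; lower ratio means ABCB6 inhibition with less porphyrin fluorescence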
NOD2-RIPK2 inh – blocks binding of human NOD2 to RIPK2; inhibition, % at 4.98 µM; 360,000 compounds, 0.38% hits; AID 624267; CHO BLA complementation NOD2-RIPK2, CCF4 ratio; O43353; in the data active = inhibition above about 21%;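 also: 0% = vehicle only and 100% = reference blocker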
Cardio protect – modulators protecting cardiomyocytes from myocardial damage; H9c2 cardiomyocytes, H2O2 injury protection, ATPLite, 2 h; protection from H2O2 cell death, % at 20 µM; 360,000 compounds, 0.63% hits;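 active = compounds giving at least 50% protection of heart cells from peroxide-induced death in the single-dose screen, raw or plate-pattern-corrected value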;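 also: 0% = DMSO wells with peroxide and 100% = DMSO wells without peroxide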
MC4R barr agon – human MC4R agonism via beta-arrestin | P32245 | U2OS MC4R beta-arrestin complementation, luminescence; percent of melanotan II response, DMSO zero | activation, % at 8.9 µM | 360,000 compounds, 0.98% hits;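 active = activation above a per-plate cutoff, the mean activation of sample wells on that plate plus 3 SD, cut at about 8% in these data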
Target sequence (P32245 whole entry, looked up): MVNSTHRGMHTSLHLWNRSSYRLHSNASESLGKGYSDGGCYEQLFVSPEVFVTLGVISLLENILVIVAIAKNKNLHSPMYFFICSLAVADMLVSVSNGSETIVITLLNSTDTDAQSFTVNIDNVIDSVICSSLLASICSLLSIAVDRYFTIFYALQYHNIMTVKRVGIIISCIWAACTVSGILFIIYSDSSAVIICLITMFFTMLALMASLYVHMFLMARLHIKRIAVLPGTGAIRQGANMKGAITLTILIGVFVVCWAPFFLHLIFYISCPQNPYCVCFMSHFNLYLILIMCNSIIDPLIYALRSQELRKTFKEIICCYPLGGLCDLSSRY
Glyco luc inh – blocks N-linked glycosylation in D54 reporter cells | D54 ERlucT glycosylation luciferase reporter, 24 h; percent of 100 nM tunicamycin response | reporter increase, % at 12.5 µM | 360,000 compounds, 0.23% hits | AID 588692;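 active = mean luciferase reporter signal, scaled so untreated is 0 and the glycosylation-blocking control 100, at or above a set limit in every replicate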;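 also: luciferase carries N-glycosylation sites so blocking glycosylation raises the light; 0% = median of neutral control wells and 100% = median of 100 nM tunicamycin wells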
MC4R antagonist – antagonists of human melanocortin 4 receptor (MC4R). P32245. MC4R-expressing cells, MTII-stimulated cAMP, LANCE TR-FRET. inhibition, % at 6.5 µM. 360,000 compounds, 0.48% hits;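 active = inhibition above its plate's cutoff, the mean of tested wells on that plate plus 3 SD, cut at about 29% in these data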;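 also: 0% = Melanotan II alone and 100% = Melanotan II plus saturating MCL0020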
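Assay system: U2OS-MC4R stable cell line; Also added: Melanotan II; Technique: Eu-cAMP/anti-cAMP TR-FRET, emission 671 nm; Times: 30-min compound, 1-h challenge, 1-h detection, room temperature.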
ABHD5 PLIN5 PPI – blocks binding of human ABHD5 to perilipin-5; Q00G26+Q8WTS1; AID 602281; inhibition, % at 4 µM; 360,000 compounds, 0.78% hits; Split G. princeps luciferase complementation, luminescence, 4 h;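 active = inhibition above the mean inhibition across every tested compound plus 3 SD, cut at about 22% in these data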;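 also: 0% = DMSO only wells and the 100% control is not disclosed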
Active calls of the source: *; . = no result given. Not all compounds are listed; rates above refer to the full screens.

no.	SMILES	HTR2A ag	SRC2 inh	TLR9-MyD88 inh	ABCB6 inh MLPCN	NOD2-RIPK2 inh
1	O=C(Nc1cccc(Cl)c1Cl)c1csc([C@@H]2O[C@H](CO)[C@@H](O)[C@H]2O)n1	-2	-42	.	93	-8
2	COc1ccccc1/C=C/[C@@H]1C[C@H]2CN(Cc3cccc(Cl)c3)C(=O)[C@]23CCCN13	-4	-8	-2	103	-3
3	COc1ccc(C2=NO[C@@H]3C(=O)N(c4cccc(C)c4C)C(=O)[C@H]23)cc1OC	-4	-24	-2	100	0
4	O=C(CCC(=O)N1CCCC1)Nc1ccc([N+](=O)[O-])cc1	-5	-6	2	93	-8
5	COc1ccc(C(=O)O)cc1S(=O)(=O)N1CCSCC1	3	-7	0	95	4
6	CCOC(=O)C1=NN(c2ccc(OC)cc2)C(c2ccccc2)CC1=O (stereo not given)	0	-22	6	98	4
7	CCc1nn(CC(=O)N2CCN(c3ccc(OC)cc3)CC2)c(=O)c2cc3occc3n12	8	-13	6	95	-4
8	COc1ccc(C(=O)N=c2sc3c(C)ccc(OC)c3n2C)cc1	-1	-24	-9	97	-8
9	COc1ccc(C(=O)N2CCN(c3ccc(NC(=O)Cc4ccccc4)cc3)CC2)cc1	2	9	4	93	1
10	CC/C(=N/Nc1ccccc1)c1cnnc(-c2ccccc2)n1	-3	-16	0	97	4
11	COC(=O)[C@@]12C[C@@H](CC(=O)NCC3CCCCC3)C(=O)N(Cc3ccco3)C1=CCC(C)(C)C2	-1	-29	.	.	12
12	Cc1cccnc1NC(=O)c1ccc(NS(=O)(=O)c2ccc3[nH]c(=O)[nH]c3c2)cc1	1	17	3	92	-8
13	COC(=O)c1ccc(NC(=O)c2ccccc2)o1	-4	-25	-2	94	-5
14	O=C1Cc2ccccc2C(c2ccc(Cl)cc2Cl)N1 (stereo not given)	2	16	12	90	2
15	Cn1c(=O)cc(SCC(=O)N2CCN(C(=O)c3ccco3)CC2)c2ccccc21	4	-25	-2	97	7

no.	Cardio protect	MC4R barr agon	Glyco luc inh	MC4R antagonist	ABHD5 PLIN5 PPI
1	1	0.1	0	4	6
2	0	3.0	2	6	1
3	0	-1.6	2	-3	-3
4	4	-2.5	2	-3	1
5	-2	-1.5	1	1	6
6	6	-1.2	-1	8	2
7	1	-3.5	0	5	4
8	-14	-0.6	-10	0	3
9	-1	-4.9	-3	8	-8
10	-11	16*	-9	5	5
11	.	.	.	.	-11
12	-2	0.0	1	6	6
13	5	-2.8	4	5	-1
14	-2	0.0	0	3	0
15	15	2.1	3	7	2

Later entries
no.	SMILES	HTR2A ag	SRC2 inh	TLR9-MyD88 inh	ABCB6 inh MLPCN	NOD2-RIPK2 inh
16	COc1ccc(NC(=O)/C=C/c2ccc(C)o2)cc1S(=O)(=O)N1CCOCC1	0	19	4	97	-2
17	COCCOC(=O)C1=C(C)N=C2SCCC(=O)N2C1c1ccc(C(=O)OC)cc1 (stereo not given)	0	-5	10	96	2
18	CCCN(C)C[C@@H]1OCc2cnnn2CCCC(=O)N([C@H](C)CO)C[C@H]1C	1	15	-13	95	-12
19	Cc1c(C(=O)N2CCC(C)CC2)cccc1[N+](=O)[O-]	-1	7	-1	97	-1
20	CCN(CC(=O)Nc1ccc2c(c1)OCCO2)C(=O)c1ccc(CS(C)(=O)=O)cc1	6	7	0	96	-7
21	CS(=O)(=O)N1CCC(C(=O)NCC2CCCO2)CC1 (stereo not given)	3	-34	0	101	-9
22	CCOC(=O)N1CCC(NC(=O)CCc2c(C)nc3c(c(C)nn3C(C)(C)C)c2C)CC1	1	17	3	89	-5
23	CCCC(=O)NC(c1ccc(Cl)cc1)c1ccc2cccnc2c1O (stereo not given)	-3	19	9	105	14
24	CCCCOc1ccc(/C=N/NC(=S)Nc2cccc(C)c2C)cc1	-4	8	2	95	11
25	CC(=O)Nc1ccc2c(c1)nc(C)n2-c1ccccc1	-3	-19	-6	99	9
26	COc1ccccc1Nc1ncc(C(C)=O)c(C)n1	5	-8	-1	96	0
27	CC(C)c1ccccc1NC(=O)Nc1ccc(F)cc1F	-1	-8	-4	99	-3
28	Cc1cc(C)nc(Nc2n[nH]c(COc3cccc4ccccc34)n2)n1	-1	-23	3	97	-10
29	Cc1ccccc1N(C(=O)c1csnn1)C(C(=O)NC(C)(C)C)c1cccs1 (stereo not given)	0	3	2	90	0
30	Cc1cccc(OCCCc2c(C)n[nH]c2C)c1	3	-27	0	80	-3

no.	Cardio protect	MC4R barr agon	Glyco luc inh	MC4R antagonist	ABHD5 PLIN5 PPI
16	3	-1.9	3	1	23*
17	1	2.6	-1	4	-10
18	4	0.5	-1	14	2
19	-1	-1.6	0	14	5
20	-3	-0.6	2	-1	1
21	2	1.7	2	-1	4
22	0	1.2	-2	16	-1
23	43	-2.3	-10	-1	12
24	-2	1.3	-5	12	-7
25	10	-1.3	3	22	-2
26	2	-0.7	0	3	0
27	-2	0.8	-3	4	-10
28	-3	0.2	2	9	-1
29	4	1.1	1	-4	1
30	-8	-0.5	-5	-4	1

Structural class, the compounds so far containing a furan ring, fused or not.
no.	SMILES	HTR2A ag	SRC2 inh	TLR9-MyD88 inh	ABCB6 inh MLPCN	NOD2-RIPK2 inh
7	CCc1nn(CC(=O)N2CCN(c3ccc(OC)cc3)CC2)c(=O)c2cc3occc3n12	8	-13	6	95	-4
11	COC(=O)[C@@]12C[C@@H](CC(=O)NCC3CCCCC3)C(=O)N(Cc3ccco3)C1=CCC(C)(C)C2	-1	-29	.	.	12
13	COC(=O)c1ccc(NC(=O)c2ccccc2)o1	-4	-25	-2	94	-5
15	Cn1c(=O)cc(SCC(=O)N2CCN(C(=O)c3ccco3)CC2)c2ccccc21	4	-25	-2	97	7
16	COc1ccc(NC(=O)/C=C/c2ccc(C)o2)cc1S(=O)(=O)N1CCOCC1	0	19	4	97	-2

no.	Cardio protect	MC4R barr agon	Glyco luc inh	MC4R antagonist	ABHD5 PLIN5 PPI
7	1	-3.5	0	5	4
11	.	.	.	.	-11
13	5	-2.8	4	5	-1
15	15	2.1	3	7	2
16	3	-1.9	3	1	23*

Continued:
no.	SMILES	HTR2A ag	SRC2 inh	TLR9-MyD88 inh	ABCB6 inh MLPCN	NOD2-RIPK2 inh
31	C=CCSc1nnc(NC(=O)c2ccc(N3CCCC3=O)cc2)s1	0	2	-6	94	2
32	O=C(Nc1ccc(NC(=O)C2CCCCC2)nc1)c1ccccn1	1	-49	-5	96	-6
33	Cc1ccc(OCCNC(=O)c2ccc3c(c2)OCO3)cc1	3	-30	-4	92	-2
34	COC(=O)c1ccccc1NC(=O)CSCC(=O)Nc1ccc(F)cc1	1	.	-8	99	-10
35	COc1ccc(CCNC(=O)CSc2ccccc2)cc1OC	-1	-51	4	96	-1
36	O=C(CN1C(=O)c2cccc3cccc1c23)N1CCN(Cc2ccc3c(c2)OCO3)CC1	-4	3	-1	91	2
37	Cc1ccc(-c2nnc(CSc3nc(C(C)C)nc4sc(C)c(C)c34)o2)cc1	4	4	-2	105	3
38	Cc1cccn2c(CN(C)CCC3CCCCO3)c(C(=O)N3CCCCC3)nc12 (stereo not given)	5	-16	4	96	-8
39	CC1(C)CC(CC(=O)NC(=S)Nc2ccc([N+](=O)[O-])cc2)C(=O)O1 (stereo not given)	-4	-24	-9	97	-8
40	CCNC(=O)/C(=C\c1ccc2c(c1)OCO2)NC(=O)c1ccc(Br)cc1	0	-7	1	100	0
41	N#CCc1nn(Cc2ccc(F)cc2)c(=O)c2ccccc12	-11	-2	2	99	7
42	CCOC(=O)c1c(NC(=O)COC(=O)c2ccc(NC(=O)CC#N)cc2)sc(C(=O)NC)c1C	-4	0	-2	96	0
43	CC(=O)n1cc(Nc2ccc([N+](=O)[O-])cc2)c2ccccc21	1	-4	3	97	4
44	O=C(CCCSc1nc2ccccc2c(=O)[nH]1)c1ccccc1	-3	1	-1	100	9
45	O=C(O)c1ncn(Cc2ccccc2)c1C(=O)O	-1	-2	-4	95	-3

no.	Cardio protect	MC4R barr agon	Glyco luc inh	MC4R antagonist	ABHD5 PLIN5 PPI
31	6	0.5	0	5	4
32	-9	5.3	-1	10	10
33	2	-1.1	0	5	-4
34	-6	-1.8	0	2	-2
35	-2	0.0	-1	9	-2
36	6	-2.2	1	9	1
37	-20	0.8	1	8	1
38	2	-0.4	2	6	-2
39	-3	-2.4	4	-6	1
40	0	-1.3	-1	3	-8
41	25	-0.4	-2	2	8
42	32	-0.8	-2	12	-5
43	-9	8.1	4	1	8
44	5	-2.9	-1	9	-4
45	10	-1.7	2	14	2

Following part
no.	SMILES	HTR2A ag	SRC2 inh	TLR9-MyD88 inh	ABCB6 inh MLPCN	NOD2-RIPK2 inh
46	c1coc(Cn2c(SCc3nc4ccccc4[nH]3)nnc2-c2cccs2)c1	4	-27	3	104	5
47	C[C@H](CO)N1C[C@H](C)[C@H](CN(C)C(=O)Nc2ccc3c(c2)OCCO3)OCc2cnnn2CCCC1=O	4	-31	-2	96	-1
48	COCCNC(C(=O)Nc1cc(Cl)cc(Cl)c1)c1ccccc1 (stereo not given)	0	12	0	106	-9
49	Cc1cccc(-n2c(C)c(-c3ccccc3)[nH]c2=S)c1	-1	2	-3	88	5
50	CCOC(=O)CNC(=O)CSc1ncnc2c1cnn2Cc1ccccc1	-2	-14	2	91	6
51	C=CCn1c(=NC(=O)c2cccs2)sc2cccc(OC)c21	-2	9	-1	96	-6
52	CCOc1ccc2c(c1)n(CO)c(=S)n2CO	1	-6	1	96	-3

no.	Cardio protect	MC4R barr agon	Glyco luc inh	MC4R antagonist	ABHD5 PLIN5 PPI
46	0	0.5	-2	-2	1
47	-5	-0.6	-1	14	5
48	-13	-0.2	0	4	-2
49	-10	-1.4	5	-5	-6
50	-2	-1.6	-2	15	-9
51	-9	0.4	3	8	2
52	6	0.5	0	-5	-7

Limited to ABHD5 PLIN5 PPI and SRC2 inh (2 entries from above):
| No. | mol | ABHD5 PLIN5 PPI | SRC2 inh |
| --- | --- | --- | --- |
| 1 | O=C(Nc1cccc(Cl)c1Cl)c1csc([C@@H]2O[C@H](CO)[C@@H](O)[C@H]2O)n1 | 6 | -42 |
| 2 | COc1ccccc1/C=C/[C@@H]1C[C@H]2CN(Cc3cccc(Cl)c3)C(=O)[C@]23CCCN13 | 1 | -8 |

3 entries already listed, sorted by count of non-hydrogen atoms, smallest number first:
no.	SMILES	HTR2A ag	SRC2 inh	TLR9-MyD88 inh	ABCB6 inh MLPCN	NOD2-RIPK2 inh
52	CCOc1ccc2c(c1)n(CO)c(=S)n2CO	1	-6	1	96	-3
49	Cc1cccc(-n2c(C)c(-c3ccccc3)[nH]c2=S)c1	-1	2	-3	88	5
47	C[C@H](CO)N1C[C@H](C)[C@H](CN(C)C(=O)Nc2ccc3c(c2)OCCO3)OCc2cnnn2CCCC1=O	4	-31	-2	96	-1

no.	Cardio protect	MC4R barr agon	Glyco luc inh	MC4R antagonist	ABHD5 PLIN5 PPI
52	6	0.5	0	-5	-7
49	-10	-1.4	5	-5	-6
47	-5	-0.6	-1	14	5
